TRPC4 potent: TRPC4 (mouse) allosteric potentiation | Q9QUQ5 | HEK293 TRPC4beta/mu-opioid, DAMGO EC20, Fluo-4 Ca2+ flux; hits give high values | B-score at 10 µM | hit rate 0.42% among 310,000 | AID 2227;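 active = B-score of calcium response area above 5 SD of library B-scores, with initial fluorescence ratio within 5 SD of library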;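 note: B-score of integrated fluorescence ratio over time as area under calcium response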
DYRK1A inh: blocks rat Dyrk1A kinase activity; inhibition, % at 12.5 µM; Q63470; hit rate 0.43% among 310,000; AID 504441; ADP-Glo luminescence, NFATc1 peptide; in the data active = inhibition above about 50%;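 note: plate controls were vehicle with enzyme for no effect and no enzyme for full effect; many of its hits are not listed in these tables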
hERG rescue: shields human hERG channel from block by proarrhythmic agents; activation (rescue from dofetilide block), less the hit threshold, % at 10 µM; CHO-hERG, FluxOR thallium flux, dofetilide IC70 present; AID 1511; hit rate 0.51% among 310,000; Q12809;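 active = activation above the mean of controls blocked by dofetilide plus 5 SD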;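 note: thallium influx through hERG after potassium depolarization seen as dye fluorescence rise; in these data hits start at about 4.7%; inactives centre near -7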
Target sequence (Q12809 whole entry, looked up): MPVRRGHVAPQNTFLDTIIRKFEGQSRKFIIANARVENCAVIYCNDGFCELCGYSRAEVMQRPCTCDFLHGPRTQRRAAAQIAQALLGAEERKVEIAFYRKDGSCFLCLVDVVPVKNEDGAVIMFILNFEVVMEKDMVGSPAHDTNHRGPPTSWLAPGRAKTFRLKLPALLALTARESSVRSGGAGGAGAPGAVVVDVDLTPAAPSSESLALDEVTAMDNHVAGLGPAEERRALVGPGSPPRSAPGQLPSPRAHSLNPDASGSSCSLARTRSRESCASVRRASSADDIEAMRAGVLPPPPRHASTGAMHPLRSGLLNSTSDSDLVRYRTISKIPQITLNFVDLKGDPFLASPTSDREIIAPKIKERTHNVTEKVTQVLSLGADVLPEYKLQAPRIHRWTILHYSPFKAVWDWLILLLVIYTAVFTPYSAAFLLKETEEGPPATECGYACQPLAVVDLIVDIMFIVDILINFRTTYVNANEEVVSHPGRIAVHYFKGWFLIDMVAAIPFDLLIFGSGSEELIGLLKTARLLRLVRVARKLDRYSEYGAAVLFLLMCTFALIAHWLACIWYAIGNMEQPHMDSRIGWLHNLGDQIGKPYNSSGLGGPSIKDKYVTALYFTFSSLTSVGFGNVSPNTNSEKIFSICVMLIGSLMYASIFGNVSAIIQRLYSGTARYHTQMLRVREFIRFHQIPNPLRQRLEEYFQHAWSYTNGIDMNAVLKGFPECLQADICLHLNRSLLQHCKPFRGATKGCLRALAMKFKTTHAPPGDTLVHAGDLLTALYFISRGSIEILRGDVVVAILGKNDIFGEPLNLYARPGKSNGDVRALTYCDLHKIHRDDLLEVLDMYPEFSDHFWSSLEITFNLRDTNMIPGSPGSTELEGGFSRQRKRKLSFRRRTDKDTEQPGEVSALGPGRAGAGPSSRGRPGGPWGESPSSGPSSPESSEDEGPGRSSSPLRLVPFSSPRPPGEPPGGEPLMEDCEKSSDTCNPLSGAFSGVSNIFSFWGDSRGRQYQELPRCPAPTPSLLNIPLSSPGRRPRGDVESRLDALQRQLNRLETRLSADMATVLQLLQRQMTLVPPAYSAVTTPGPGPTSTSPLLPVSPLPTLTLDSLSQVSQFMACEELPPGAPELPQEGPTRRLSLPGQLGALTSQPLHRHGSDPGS
KCNK9 inh: human KCNK9 channel inhibition; Q9NPC2; hit rate 1.2% among 310,000; AID 488922; HEK293 KCNK9, FluxOR thallium flux fluorescence; hits give low values; B-score at 10 µM;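 active = ratio B-score over 3 SD below the library mean, with starting fluorescence within 5 SD of its mean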;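 note: negative B-score means less thallium flux so channel inhibition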
Platelet DG rel: modulates dense granule release in human platelets | human platelet-rich plasma, SFLLRN dense granule ATP release, luminescence | inhibition, %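 (compounds screened at 7.5 µM in platelet-rich plasma)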 | hit rate 0.22% among 300,000;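 active = mean replicate score, as percent of positive control, at or above 50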
KCNQ1 inh: human KCNQ1 channel inhibition | P51787 | CHO-K1 KCNQ1, FluxOR thallium flux fluorescence; hits give high values | B-score at 10 µM | hit rate 1.3% among 310,000 | AID 2642;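 active = compounds whose thallium flux B-score, printed positive for inhibition, exceeds three library SD while starting fluorescence stays within three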;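 note: channel opened by potassium depolarization with thallium stimulus after 20 min compound exposure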
KCNQ1 act: potentiators or activators of human KCNQ1 potassium channel | hit rate 0.35% among 310,000 | P51787 | B-score at 10 µM | CHO-K1 KCNQ1, thallium flux FluxOR fluorescence; hits give high values | AID 2648;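 active = fluorescence ratio B-score, a plate-corrected score, at least three library SD, with initial intensity B-score within 5 SD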
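assay system = CHO-K1 cells stably expressing KCNQ1 | medium = assay buffer, equal DMSO in all wells | timing = 37 °C overnight plating, 90-min dark dye load, 20-min compound pretreatment | measured by = kinetic FluxOR thallium fluorescence, 10-s 1-Hz baseline, 110-s post-stimulus read | measure = fluorescence change relative to baseline, converted to B score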
TRPC4 block: inhibitors of mouse TRPC4 channel; Q9QUQ5; HEK293 TRPC4beta/mu-opioid, DAMGO-evoked Fluo4 calcium flux; hits give low values; B-score at 10 µM; hit rate 0.39% among 300,000;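 active = B-score over 3 SD under the library average, no early fluorescence shift, positive overall ratio signal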
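Assay system: HEK293 cells with stable TRPC4beta plus mu-opioid receptor expression. Dosing: single dose. Measured by: Fluo4 Ca2+ flux fluorescence. Also added: DAMGO in two steps, submaximal then maximal. Read-out: B score from integrated Fluo4 fluorescence ratio.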
KCNK3 inh: human KCNK3 channel inhibition, primary screen. hit rate 0.84% among 340,000. CHO-KCNK3 thallium flux, FluxOR fluorescence; hits give low values. AID 602410. B-score at 10 µM;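 active = B-score under library mean minus 4 SD, starting fluorescence ratio at most library mean plus 5 SD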;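 note: more negative B-score means stronger inhibition of thallium flux through KCNK3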
TRPC4 act: activators of mouse TRPC4 channel; hit rate 0.49% among 310,000; AID 2237; B-score at 10 µM; HEK293 TRPC4beta/mu-opioid, Fluo4 calcium fluorescence; hits give high values;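 active = B-score above 5 SD of library B-scores, and initial fluorescence ratio not above library mean plus 5 SD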;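 note: positive B-score marks a calcium rise read as TRPC4 activation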
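Assay system: HEK293 stable line with TRPC4beta plus mu-opioid receptor. Times: dye 45 min RT, read 110 s. Measured by: kinetic Fluo4 calcium fluorescence. Measure: B score of integrated ratio. Controls: assay buffer as low control, maximal DAMGO as high control.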
PolyA inhibitor: yeast polyadenylation inhibition; S. cerevisiae SKY197-pL101 polyadenylation reporter, beta-gal luminescence; efflux-impaired pdr1/pdr3 knockout yeast; score 100 = 6 SD above DMSO; calls only at 12 µM; hit rate 0.02% among 300,000; AID 1875;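 active = lowest replicate activity score at least 50, where 100 means six control SD above control mean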;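 note: yeast exposed to compound for 9 h at 30 °C; higher score means more reporter readthrough which indicates perturbed polyadenylation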
Numbers without * were called inactive; i = inactive; nt = not tested or not shown. The list is partial; count on the stated rates, not on these rows.

Compound	TRPC4 potent	DYRK1A inh	hERG rescue	KCNK9 inh	Platelet DG rel	KCNQ1 inh	KCNQ1 act	TRPC4 block	KCNK3 inh	TRPC4 act	PolyA inhibitor
CC(C)N(C(=O)COC(=O)c1ccc(Cl)nc1)C(C)C	i	-6	-2	i	-2	i	i	nt	i	i	i
Cc1cc(C(=O)NC(C)c2ccncc2)no1 (centres undefined)	i	11	-11	i	6	i	i	i	i	i	i
COc1ccccc1C(=O)NC(=O)Cn1nc(C)c([N+](=O)[O-])c1C	i	-10	-8	i	2	i	i	i	i	i	i
Cc1nn(-c2ccccc2)c(C)c1NC(=O)COC(=O)[C@@H](NC(=O)c1ccccc1)C(C)C	i	-6	-8	i	19	i	i	i	i	i	i
CCOc1cc(/C=N/NC(=O)C(=O)NC)cc(Br)c1O	i	-8	-7	i	-38	i	i	i	i	i	i
N#CCCn1cc(/C=C2\NC(=S)N(c3ccccc3)C2=O)c(-c2ccc(F)cc2)n1	i	6	-5	i	-1	i	i	i	i	i	i
COc1ccc(C2c3ccc4ccccc4c3Oc3ncn(Cc4ccco4)c(=N)c32)cc1OC (centres undefined)	i	1	-18	i	8	i	i	i	i	i	i
O=C(CSc1ncnc2nc[nH]c12)NCCc1ccccc1	i	0	-5	i	-1	i	i	i	i	i	i
Cc1ccc(CNC(=O)CCNS(=O)(=O)c2ccc3c(c2)c(=O)n(C)c(=O)n3C)cc1	i	-1	-11	i	-1	i	i	i	i	i	i
O=C(CCN1C(=O)S/C(=C\c2ccc(Cl)cc2)C1=O)Nc1ccc(C(=O)O)cc1	i	1	-6	i	-4	i	i	i	i	i	i
O=C(CSc1n[nH]c(-c2ccccc2O)n1)NC1CCCCC1	i	0	-16	i	19	i	i	i	i	i	i
O=C(CCc1nc2ccccc2[nH]1)N1CCN(C(=O)c2ccco2)CC1	i	10	-6	i	17	i	i	i	i	i	i
O=c1[nH]c(=O)n(Cc2ccco2)c2c1C(C(F)(F)F)(C(F)(F)F)N=C(c1ccc(F)cc1)N2	i	-1	-10	i	-1	i	i	i	i	i	i
COc1ccc(/C=N/Nc2ccc(C(=O)O)cc2)c(OC)c1OC	i	4	-13	i	13	i	i	i	i	i	i
O=C(NCc1ccccc1Cl)c1ccc2c(c1)SC1=NS(=O)(=O)CCN12	i	7	-17	i	6	i	i	i	i	i	i
O=C(NCCCN1CCOCC1)c1ccc(Sc2ccc(Br)cc2)c([N+](=O)[O-])c1	i	-4	-6	i	22	i	i	i	i	i	i
COc1cccc(CCc2nnc(CCC(=O)N3CCCC3c3nccs3)o2)c1 (centres undefined)	i	-5	-20	i	2	i	i	i	i	i	i
CCOC(=O)c1[nH]c2ccccc2c1N=C(C)N(CC)CC	i	-5	-3	i	nt	i	i	i	i	i	i
Cc1cccc2c1N(CCOc1ccccc1)C(=O)C2=O	i	-1	-21	i	6	i	i	i	i	i	i
COc1ccc(N(CC(=O)NC2CCCC2)C(=O)CCC(=O)Nc2cc(C)on2)c(OC)c1	i	-3	-6	i	-3	i	i	i	i	i	i
COC(=O)c1cc(OC)c(OC)cc1NC(=O)CCC1CCCC1	i	0	-9	i	6	i	i	i	i	i	i
Cc1ccn2c(=O)c(C(=O)NCCCN3CCCC3=O)c(O)nc2c1	i	1	1	i	1	i	i	i	i	i	i
CCn1c(=O)[nH]c2ccccc2c1=O	i	1	-5	i	-1	i	i	i	i	i	i
CCCn1c(SCC(=O)Nc2cc(Cl)ccc2Cl)n[nH]c1=O	i	nt	-11	i	1	i	i	i	i	i	i
COc1cc([N+](=O)[O-])c(N2CCOCC2)c([N+](=O)[O-])c1OC	i	nt	-8	i	-10	i	i	i	i	i	i
Cc1nc(N2N=C(c3ccc(Cl)cc3)CC2c2ccco2)sc1C(=O)N(C)C (centres undefined)	i	-21	-8	i	7	i	i	i	i	i	i
CC1CCc2nn(CC(=O)Nc3ccc(F)cc3F)cc2C1 (centres undefined)	i	-5	-9	i	5	i	i	i	i	i	i
NS(=O)(=O)c1cccc(NC(=O)CC2(CC(=O)O)CCCC2)c1	i	-2	-7	i	-1	i	i	i	i	i	i
COC(=O)c1nc(-c2ccc(C)cc2)oc1N(C)C	i	nt	-11	i	4	i	i	i	i	i	i
Cc1ccc(S(=O)(=O)N2CCOCC2)cc1NC(=O)COC(=O)Cc1cccs1	i	16	-13	i	-13	i	i	i	i	i	i
O=C(NCc1ccco1)c1cnn2c(C(F)(F)F)cc(-c3cccs3)nc12	i	7	-2	i	1	i	i	i	i	i	i
CC(C)(C)N(Cc1ccccc1)C(=O)c1cc2ccccc2o1	i	-1	-7	i	-11	i	i	i	i	i	i
CCCNC(=O)C1(CC2CC(c3ccccc3)=NO2)CCNCC1 (centres undefined)	i	5	-3	i	-1	i	i	i	i	i	i
CCOc1ccccc1C(=O)N1CCN=C1SC	i	-4	-7	i	-4	i	i	i	i	i	i
COc1ccccc1C(=O)Nc1ccc2c(c1)nc1n2CCN(C2CCCCC2)C1	i	7	-13	i	-4	i	i	i	i	i	i
CC(C)n1nc(C(=O)NCCCN2CCCC2=O)c2ccccc2c1=O	i	-3	-14	i	24	i	i	i	i	i	i

For reference, some entries already given.
Compound	TRPC4 potent	DYRK1A inh	hERG rescue	KCNK9 inh	Platelet DG rel	KCNQ1 inh	KCNQ1 act	TRPC4 block	KCNK3 inh	TRPC4 act	PolyA inhibitor
COc1ccccc1C(=O)Nc1ccc2c(c1)nc1n2CCN(C2CCCCC2)C1	i	7	-13	i	-4	i	i	i	i	i	i
CC(C)n1nc(C(=O)NCCCN2CCCC2=O)c2ccccc2c1=O	i	-3	-14	i	24	i	i	i	i	i	i

Later entries
Compound	TRPC4 potent	DYRK1A inh	hERG rescue	KCNK9 inh	Platelet DG rel	KCNQ1 inh	KCNQ1 act	TRPC4 block	KCNK3 inh	TRPC4 act	PolyA inhibitor
CCn1nnc(-c2ccccc2NS(=O)(=O)c2ccc(C(=O)OC)cc2)n1	i	0	-2	i	5	i	i	i	i	i	i
CCOCCCNC(=O)CN1C(=O)COc2ccc(S(=O)(=O)N3CC(C)CC(C)C3)cc21 (centres undefined)	i	-4	-7	i	-28	i	i	i	i	i	i
CCCCN1C(=S)NC[C@@H]1Cc1ccc(O)cc1	i	-2	-5	i	1	i	i	i	i	i	i
Cc1c(-c2cc(C(=O)O)c3ccccc3n2)cnn1C	i	-3	2	i	5	i	i	i	i	i	i
Nc1[nH]n2c(=O)cc(-c3ccccc3)nc2c1N=Nc1ccc(S(N)(=O)=O)cc1	i	64*	-2	i	2	i	i	i	i	i	i
CC1(C)OCC(C2CC(c3ccccc3)NS(=O)(=O)O2)O1 (centres undefined)	i	14	-7	i	5	i	i	i	i	i	i
CN(C)CCOCCOc1ccc(Cl)cc1Br	i	-17	-8	i	-5	i	i	i	i	i	i
CCCOc1ccc(CNC(=S)NCc2ccc(OC(C)C)cc2)cc1	i	-2	-5	i	-11	i	i	i	i	i	i
Cc1ccccc1NC(=O)N1CCCN(c2ccc(C#N)cn2)CC1	i	-1	-3	i	2	i	i	i	i	i	i
CCCOc1ccc(N2CC(C(=O)NCCc3ccc(OC)c(OC)c3)CC2=O)cc1 (centres undefined)	i	-1	-17	i	-2	i	i	i	i	i	i
CCOc1ccc(N2C(=O)CC(SC(=NC)Nc3cccc(F)c3)C2=O)cc1 (centres undefined)	i	3	0	i	-2	i	i	i	i	i	i
COc1ccc(Nc2nc(C)cc(=O)[nH]2)cc1	i	6	-13	i	-4	i	i	i	i	i	i
COCCn1c(SCC(=O)Nc2cccc(NC(C)=O)c2)nc2c([nH]c3ccccc32)c1=O	i	nt	-8	i	18	i	i	i	i	i	i
NS(=O)(=O)c1ccc(N/N=C/c2cn(-c3ccccc3)nc2-c2cccs2)c([N+](=O)[O-])c1	i	10	-9	i	1	i	i	i	i	i	i
Cc1c(C(=O)Nc2c(F)cccc2F)sc2ncn(CC(=O)N3CCCCC3)c(=O)c12	i	-7	-9	i	7	i	i	i	i	i	i
CC(=O)C1=C(c2ccccc2)NC(=O)NC1c1ccc2c(c1)OCO2 (centres undefined)	i	5	-8	i	1	i	i	i	i	i	i
Cc1c(NC(=O)c2ccccc2N)cccc1C(=O)O	i	1	-4	i	-2	i	i	i	i	i	i
O=C(Nc1ccc(F)cc1)c1ccc(Cn2cnnn2)cc1	i	14	-11	i	5	i	i	i	i	i	i
Cc1ccccc1NC(=O)CCN1C(=O)c2ccccc2C1=O	i	-1	-8	i	3	i	i	i	i	i	i
CSc1nc(O)c(C(c2ccccc2)c2c(O)nc(SC)[nH]c2=O)c(=O)[nH]1	i	-7	-2	i	2	i	i	i	i	i	i
CN(C)C(=O)NC(NC(=S)Nc1ccccc1)C(Cl)(Cl)Cl (centres undefined)	i	15	-23	i	5	i	i	i	i	i	i
O=c1cc(-c2ccccc2)c2ccccc2[nH]1	i	-2	-11	i	7	i	i	i	i	i	i
C#CCNC(=O)C1=C[C@@H](C2CCCCC2)C[C@@H](OCCCCO)O1	i	0	-6	i	-1	i	i	i	i	i	i
O=Cc1ccc(OCC(=O)NCC2CCCO2)cc1 (centres undefined)	i	-2	-2	i	11	i	i	i	i	i	i
CCN(CC)S(=O)(=O)c1ccc(C(=O)Nc2ccc3c(c2)OCO3)cc1	i	0	-10	i	-12	i	i	i	i	i	i
COc1ccc(NC(=O)CCN2CCOCC2)c(OC)c1	i	2	-6	i	-4	i	i	i	i	i	i
Cc1ccc(C)c(OCCC(=O)OCC(=O)c2ccc3c(c2)NC(=O)CO3)c1	i	7	-16	i	5	i	i	i	i	i	i
COc1ccc(-c2noc(CNC(=O)c3ccc4c(c3)OCO4)n2)cc1	i	5	-2	i	-7	i	i	i	i	i	i
Cc1cc(C(=O)NC2CCCc3c2cnn3-c2ccc(C(C)(C)C)cc2)nn1C (centres undefined)	i	-2	-23	i	-7	8*	i	i	i	i	i
CN(C)c1ccc(/C=[N+](\[O-])C2N(c3ccccc3)C(=S)SC2(C)C)cc1 (centres undefined)	i	6	-4	i	2	i	i	i	i	i	i

Bioassay records: PubChem BioAssay, several laboratories
